# GAA850 FXN act: increases GAA850 frataxin promoter reporter activity. HEK293 lucGAA850 FXN promoter luciferase reporter, 24 h; percent of 10 µM SAHA response. activation, % at 6 µM. 0.56% of 360,000 active. AID 540364;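 active = activation above the average of all compounds screened plus 3 SD, cutoff fixed separately per campaign, cut at about 7.5% in these data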;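 also: 0% = DMSO wells and 100% = 10 µM SAHA wells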
# GC-A act: GC-A (human) enzyme activation; P16066; 0.14% of 370,000 active; HEK293 GC-A cells, cGMP TR-FRET, EC30 ANP; 0% at EC30 ANP, 100% saturating ANP; AID 1671463; activation, % at 10 µM; in the data active = activation above about 40%
# ADAM10 inh: inhibits human ADAM10; inhibition, % at 7 µM; AID 720582; recombinant ADAM10, EDANS/DABCYL FRET peptide cleavage, 3 h; 0.62% of 370,000 active;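 active = inhibition above a per-campaign cutoff equal to the mean of compounds falling between control-based bounds plus 3 SD, cut at about 20% in these data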;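 also: 0% = DMSO wells while the 100% control is not disclosed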
# ARFGAP1 inhibitor: rat ARFGAP1 inhibition. inhibition, % at 16.5 µM. 0.26% of 360,000 active. Arfgap1-stimulated ARF1 GTP hydrolysis, GDP FP detection. Q62848. AID 651572;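 active = inhibition above a per-plate limit, mean inhibition of low control wells plus 3 SD, cut at about 25% in these data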;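 also: 0% = DMSO wells with enzyme and 100% = wells lacking Arfgap1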
# Target sequence (Q62848 1-136 limits assumed): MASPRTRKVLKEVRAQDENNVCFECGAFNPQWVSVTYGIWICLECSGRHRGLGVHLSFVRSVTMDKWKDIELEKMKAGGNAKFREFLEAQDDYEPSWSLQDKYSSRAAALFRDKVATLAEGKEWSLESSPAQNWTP
#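 Material: truncated rat Arfgap1 GAP domain; Incubation: compound-enzyme preincubation 20 min, reaction 120 min, detection 60 min, 25 °C; Read-out: percent inhibition of Arfgap1-stimulated GTP hydrolysis; Technique: FP, GDP Alexa 633 tracer displaced from anti-GDP antibody, 620/688 nm; Controls: No-Arfgap1 wells (100%) versus DMSO full-reaction wells (0%); Replication: single well per compound.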
# rCAG binder: molecules binding r(CAG) RNA repeats. r(CAG) RNA repeat, TO-PRO-1 dye displacement fluorescence. inhibition, % at 3 µM. 1.3% of 370,000 active. AID 651821;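 active = inhibition above the plate cutoff, the mean of all test compounds on that plate plus 3 SD, cut at about 35% in these data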;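 also: 0% = DMSO alone and 100% = 100 µM mitoxantrone as full dye displacement; higher means more dye released from RNA so lower well fluorescence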
# sPLA2-III inh: Blocks human group III sPLA2 activity; Q9NZ20; QFRET BODIPY PC-A2 liposome hydrolysis, fluorescence; inhibition, % at 12.2 µM; 0.56% of 370,000 active;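 active = inhibition above mean plus 3 SD of compounds lying within the high and low control bounds, cut at about 19% in these data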;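 also: 0% = median of test compound wells and 100% = no enzyme DMSO wells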
# proKLK7 act: activates the human kallikrein-7 zymogen | activation, % at 7 µM | purified proKLK7, EDANS-DABCYL substrate fluorescence; 100% is mature enzyme control, 0% vehicle | AID 652039 | P49862 | 0.9% of 370,000 active;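 active = activation above the mean of all tested compounds plus 3 SD, computed per campaign excluding outliers beyond control limits, cut at about 13% in these data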
# GC-B act: GC-B (human) receptor activation; P20594; HEK293-GC-B cells, CNP EC30, cGMP TR-FRET; 0% at EC30 CNP, 100% saturating CNP; activation, % at 10 µM; 0.11% of 370,000 active; AID 1920062;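 active = activation at 10 µM reaching about 35% in either raw or pattern-adjusted values, limit read from the data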
# ASAP1 GAP inh: blocks human ASAP1-stimulated Arf1 GTP hydrolysis; 0.19% of 360,000 active; AID 624377; inhibition, % at 16.5 µM; Q9ULH1; GDP FP detection; in the data active = inhibition above about 25%;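 also: 0% = vehicle with enzyme and substrate and 100% = no enzyme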
# Target sequence (Q9ULH1 325-724 limits assumed): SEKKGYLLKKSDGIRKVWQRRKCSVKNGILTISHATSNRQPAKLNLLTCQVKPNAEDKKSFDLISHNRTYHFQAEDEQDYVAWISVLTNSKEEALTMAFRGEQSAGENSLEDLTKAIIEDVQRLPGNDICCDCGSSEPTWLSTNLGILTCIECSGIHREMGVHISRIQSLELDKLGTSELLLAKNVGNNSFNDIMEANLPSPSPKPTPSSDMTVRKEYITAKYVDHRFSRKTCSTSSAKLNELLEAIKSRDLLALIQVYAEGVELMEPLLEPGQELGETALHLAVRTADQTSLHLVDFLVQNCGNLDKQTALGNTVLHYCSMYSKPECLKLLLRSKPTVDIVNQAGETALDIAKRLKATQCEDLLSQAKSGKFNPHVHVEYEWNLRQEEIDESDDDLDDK
# DDE Tn6 FP inh: disrupts Tn6 cyclic peptide binding to fibrin D-Dimer-E complex; P02675; Fibrin DD(E) TRITC-Tn6 fluorescence polarization displacement; inhibition, % at 8.3 µM; 0.21% of 370,000 active; AID 720509;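 active = inhibition above a per-campaign cutoff: mean of compounds within control limits plus 3 SD, cut at about 15% in these data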;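 also: 0% = median of all compound wells on the plate and 100% = blocking peptide control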
# Target sequence (P02675 whole entry, looked up): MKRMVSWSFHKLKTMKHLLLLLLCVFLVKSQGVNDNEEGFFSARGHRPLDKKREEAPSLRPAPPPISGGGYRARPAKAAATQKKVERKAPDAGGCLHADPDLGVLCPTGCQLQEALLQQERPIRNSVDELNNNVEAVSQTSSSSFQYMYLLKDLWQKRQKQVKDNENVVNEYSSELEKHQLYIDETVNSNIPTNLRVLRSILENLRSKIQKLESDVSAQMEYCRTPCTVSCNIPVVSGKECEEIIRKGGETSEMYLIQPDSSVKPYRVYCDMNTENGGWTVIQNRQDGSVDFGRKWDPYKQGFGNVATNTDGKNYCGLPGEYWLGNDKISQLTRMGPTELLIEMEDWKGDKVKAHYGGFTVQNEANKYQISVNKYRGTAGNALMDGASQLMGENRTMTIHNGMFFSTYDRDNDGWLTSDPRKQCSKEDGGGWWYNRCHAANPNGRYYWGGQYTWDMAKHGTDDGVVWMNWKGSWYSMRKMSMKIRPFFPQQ
# An asterisk follows results filed as active; · = not tested or not shown; & = joins results of further samples.
SMILES,GAA850 FXN act,GC-A act,ADAM10 inh,ARFGAP1 inhibitor,rCAG binder,sPLA2-III inh,proKLK7 act,GC-B act,ASAP1 GAP inh,DDE Tn6 FP inh
COC(=O)Cc1cc(=O)n(-c2ccccc2)[nH]1,0.9,3,9,-11,27,-15,-0.2,6,-21,-3
CCN(CC)S(=O)(=O)c1ccc(OC)c(NC(=O)Cc2cccs2)c1,1.2,-3,3,-3,27,-3,-0.6,3,-2,1
CC(C)(C)n1nc2c(c1NC(=O)c1cc3ccccc3o1)CS(=O)(=O)C2,1.6,2,3,-4,-3,-8,-0.2,1,9,2
COc1cccc(-c2noc(C3CCCN(C(=O)CC(C)(C)C)C3)n2)c1 (stereo not given),2.3,-4,-8,8,-8,-3,-0.1,-5,2,-1
CCC(=O)c1cn(CC(=O)Nc2cccc(C)c2C)c2ccccc12,-0.3,-1,2,2,2,-3,0.3,4,-1,6
CCC1CCCCN1C(=O)c1sc2ncnc(N(CC)CC)c2c1C (stereo not given),0.0,0,8,-12,-9,1,0.0,-1,-7,0
COc1ccccc1CN1CCN(Cc2nc(-c3cccs3)no2)CC1,4.4,-1,-3,13,-8,6,0.0,6,-3,-5
O=C(Cc1ccccc1[N+](=O)[O-])Nc1ccc2c(c1)OCCO2,1.4,6,4,6,-1,-4,-0.1,1,-2,0
COCC1CCCN(Cc2cn(-c3ccccc3F)nc2-c2cc(C)sc2C)C1 (stereo not given),-1.1,-6,11,-4,-7,-11,0.2,-8,10,-7
CC1(C)OC(=O)C=C(CC2NS(=O)(=O)OC3CCCCC23)O1 (stereo not given),-1.2,-1,-4,-4,1,0,-0.8,0,-1,9
Nc1ncnc2c1ncn2[C@@H]1O[C@H](CNC(=O)[C@@H](N)CO)[C@@H](O)[C@H]1O,1.0,2,-16,0,2,12,0.3,0,-9,2
CC(O)[C@H]1CNC(=O)C(=O)N1CCC12CC3CC(CC(C3)C1)C2 (stereo not given in full),1.7,3,-8,-10,-6,5,0.5,0,8,-2
CC(C)CC(=O)Nc1ccc(Oc2ccc3c(c2)C(=O)NC3=O)cc1,0.5,1,0,-8,-2,-7,-0.8,2,7,-4
COc1cccc(/C=N/n2c(=S)n(C)c3ccccc32)c1OC,4.9,-4,1,0,0,0,0.3,-4,-2,2
COCCNC(=O)c1cc(-c2ccccc2)n(CC2CC(c3ccc(OC)cc3)=NO2)n1 (stereo not given),-1.7,1,-4,8,-9,1,0.5,2,-11,6
Cc1oc(-c2nc3ccccc3n2C)cc1C(=O)c1ccccc1,0.8,8,-12,17,9,4,-0.6,4,10,-3
CN1C=CC(=O)[C@@H](OC(=O)Nc2ccc(Br)cc2)[C@H]1c1ccccc1Br,1.2,-10,6,1,6,-14,1.1,-4,3,-9
Cc1ccc(C(CNS(=O)(=O)c2ccc(C)cc2)N2CCN(C)CC2)cc1 (stereo not given),-0.8,-6,-6,1,-6,-10,0.1,-1,8,-3
OCC#CCSc1nnc(-c2cccc3ccccc23)o1,3.5,0,-23,1,4,-3,0.3,0,0,-9
Cc1cc(NC(=O)CSCC(=O)N(C)Cc2ccc(Cl)c(Cl)c2)no1,1.7,1,8,8,-6,0,0.4,1,0,4

# The last 4 entries of the section before lead into the next:
SMILES,GAA850 FXN act,GC-A act,ADAM10 inh,ARFGAP1 inhibitor,rCAG binder,sPLA2-III inh,proKLK7 act,GC-B act,ASAP1 GAP inh,DDE Tn6 FP inh
CN1C=CC(=O)[C@@H](OC(=O)Nc2ccc(Br)cc2)[C@H]1c1ccccc1Br,1.2,-10,6,1,6,-14,1.1,-4,3,-9
Cc1ccc(C(CNS(=O)(=O)c2ccc(C)cc2)N2CCN(C)CC2)cc1 (stereo not given),-0.8,-6,-6,1,-6,-10,0.1,-1,8,-3
OCC#CCSc1nnc(-c2cccc3ccccc23)o1,3.5,0,-23,1,4,-3,0.3,0,0,-9
Cc1cc(NC(=O)CSCC(=O)N(C)Cc2ccc(Cl)c(Cl)c2)no1,1.7,1,8,8,-6,0,0.4,1,0,4
O=C(O)C1CSC2(c3ccc(F)cc3)CCC(=O)N12 (stereo not given),1.5,1,8,-4,0,0,0.1,-1,2,-5
CC(C)C(=O)N1CCCC1(C)C(=O)NCc1ccccn1 (stereo not given),0.9,1,-3,-4,3,1,0.8,5,-6,1
Cc1cc(C)n(C(N)=NC(=O)c2ccc([N+](=O)[O-])cc2)n1,3.5,-2,2,2,-3,8,0.1,-1,18,-10
CCc1nc(N2CCN(Cc3ccc4c(c3)OCO4)CC2)c2oc3ccccc3c2n1,-3.4,-6,-14,0,6,-9,-0.8,-15,-7,-3
S=C(NCCc1ccccc1)N1CCN(C23CC4CC(CC(C4)C2)C3)CC1,0.3,0,10,4,6,2,0.5,0,2,2
C[C@@H](CO)NC(=O)c1[nH]cnc1C(=O)Nc1ccccc1,·,0,-7,-4,0,2,-0.5,2,-6,2
CN1OC[C@@H]2CN[C@H](c3cccc(-c4ccccc4)c3)C[C@@H]21,-1.0,4,0,-2,2,0,0.7,3,-10,-5
CC/C(=N\NC(=O)CSCc1ccccc1Cl)c1ccc2c(c1)OCCO2,1.4,6,-3,6,3,8,-0.1,3,8,-5
CCN(CC)c1ccc(C(=O)NNC(=O)Cn2c(=O)cnc3ccccc32)cc1,0.1,-2,-3,-6,3,0,1.3,0,8,3
Cc1nn(-c2ccccc2)c(N)c1C1(O)C(=O)Nc2ccccc21 (stereo not given),0.1,-2,-4,-4,-3,0,0.1,2,0,7
COc1cc(-c2nnc(COC(=O)c3cc(C)no3)o2)cc(OC)c1OC,0.2,2,-8,5,2,1,-0.7,-4,-3,2
CCc1cccc(NC(=O)COC(=O)c2c(C)nn(-c3ccccc3)c2C)c1,-1.6,-1,10,-3,1,-23,0.8,-3,0,3
CCN(C1CCCCC1)S(=O)(=O)CCNC(=O)c1ccccc1,1.9,-1,-7,0,-9,-1,0.2,6,-6,-2
COCCNC(=O)CN(c1cccc(OC)c1)S(=O)(=O)c1ccc(C)cc1,2.0,-3,4,6,-2,-6,-0.1,-1,-8,4
Cc1c(Cl)cccc1NC(=O)CCN1CCCCC1,0.0,-1,1,3,0,-3,0.1,2,4,3
CCc1ccc(C(CNc2nc(C(F)(F)F)nc3ccccc23)N(C)C)cc1 (stereo not given),1.5,-15,11,-4,-5,-7,-0.5,-12,7,-1
C[C@H]1CN([C@@H](C)CO)C(=O)c2cc(NS(=O)(=O)c3ccc(F)cc3)ccc2O[C@H]1CN(C)S(=O)(=O)c1cn(C)cn1,1.4,1,-2,7,-2,-9,0.6,9,-12,-11
O=[N+]([O-])c1ccc(N2CCN(CCO)CC2)c2ncccc12,1.2,2,-9,-3,-1,17,-0.2,3,14,-2
Cc1ccc(S(=O)(=O)N2CCN(c3ccc(N4CCOCC4)nn3)CC2)cc1[N+](=O)[O-],0.7,1,-9,12,3,11,0.9,-2,8,-1
O=C(CCCn1c(=O)oc2ccccc21)N1CCN(c2ccc(F)cc2)CC1,-0.7,-3,-1,12,-5,3,0.7,-1,3,-2
COc1ccccc1CC(=O)OC(C)C(=O)Nc1ccc(S(=O)(=O)N2CCCCC2)cc1 (stereo not given),-0.1,-3,1,-8,1,-22,0.6,3,-11,-1
COC(=O)c1cccc(NC(=O)CCCOc2ccccc2)c1,1.8,0,1,-5,-4,-12,-0.1,3,2,-3
COc1ccc([C@@H]2CC=C(C(=O)O)CN2S(=O)(=O)c2ccc(Cl)cc2)cc1,0.1,1,-4,5,16,1,0.4,8,5,-4
CCOCCn1c(=NC(=O)/C=C/c2ccccc2Cl)sc2cc(NC(C)=O)ccc21,0.9,-2,-10,5,-3,11,-13,4,13,-6
CC(=O)Oc1ccc(-c2csc(Nc3ccc(S(N)(=O)=O)cc3)n2)cc1,0.1,-9,1,-12,13,-25,-0.4,-3,1,-7
O=C(O)C1CC(=O)N(c2ccc3c(c2)OCCO3)C1 (stereo not given),-4.5,-1,9,7,9,2,0.1,0,-7,0
CC(=O)N1CCC(N(CCCOC(C)C)S(=O)(=O)c2ccc([N+](=O)[O-])cc2)CC1,3.6,3,3,-3,-5,9,0.2,-2,8,6
COc1ccc(CCn2cc(C#N)c(=O)[nH]c2=O)cc1OC,0.8,-1,5,1,0,0,-0.3,-1,10,-2
Cc1sc2ncnc(N3CCC(C(=O)Nc4ccc(Br)cc4Br)CC3)c2c1C,1.1,4,-4,3,0,2,0.0,0,18,3
CC1CCC(NC(=O)c2ccc(NC(=O)CC3SC(N4CCCC4)=NC3=O)cc2)CC1 (stereo not given),4.7,-1,10,0,-1,-1,0.1,7,-1,10
COCCNS(=O)(=O)c1cc(OC)c(C)cc1C,-1.1,-3,-4,4,1,3,0.0,0,6,9
CCOc1ccc(-n2c(SCC(=O)Nc3ccc(S(=O)(=O)Nc4nccs4)cc3)nnc2-c2ccncc2)cc1,·,-1,2,·,69*,-32,0.0,1,·,-1
CC1CCc2c(nc3ncnn3c2N2CC(C)OC(C)C2)C1 (stereo not given),0.9,0,3,-5,-5,-1,0.2,1,8,1
CCOC(=O)C(OC(=O)c1sc(=S)n(C)c1C)C(C)=O (stereo not given),3.2,3,-8,1,0,2,0.1,1,-7,14
COc1ccc(CCN(C)C(=O)c2ccc(OCC(=O)N3CCOCC3)c(OC)c2)cc1OC,2.2,3,-6,-4,-6,9,0.7,-7,3,-4
O=C(O)CN1C(=O)C2C3C=CC(C3)C2C1=O (stereo not given),0.0,2,-10,6,2,5,0.7,-8,3,10
Oc1ccc(/C=N/Nc2cccc3cccnc23)c(O)c1,1.1,-5,-3,51*,21,-3,-2.1,-13,3,-4
CCN(CC)CCOC(=O)c1ccc(NC(=O)c2ccc(Cl)c(S(=O)(=O)N3CCCCCC3)c2)cc1,1.0,-2,3,9,-1,-20,0.4,1,4,-12
CCC(C)(C)n1nnnc1CN1CCN(C(c2ccccc2)c2ccccc2)CC1,-0.3,1,11,15,-2,-17,1.0,1,5,-8
COc1ccc(-c2oc3ncn(CCN4CCOCC4)c(=N)c3c2-c2ccc(OC)cc2)cc1,-0.5,8,-65,-7,4,1,-0.6,6,-8,6
COc1ccc(OC)c(NC(=O)CSc2nnc(Cc3cccn3C)n2-c2ccc(F)cc2)c1,0.7,-8,-7,2,-1,-17,-0.1,-2,5,-4
CCNC(=O)C1(C)CCN(C(=O)c2ccc(F)cc2Cl)C1 (stereo not given),-0.2,1,-13,10,2,2,0.0,-1,4,0
Brc1ccc2[nH]c3nc(SCCN4CCOCC4)nnc3c2c1,1.9&3.2,14&11,2&-8,9&9,8&5,-9&8,0.4&0.1,-4&3,1&1,0&-7
COc1cc(Cl)c(C)cc1NC(=O)CSc1ccccc1,2.2,-4,8,-1,0,-5,0.4,-10,9,-1
COc1ccc(/C(O)=C2\C(=O)C(=O)N(CC3CCCO3)C2c2cc(OC)ccc2OC)cc1 (stereo not given),0.7,2,-14,2,0,6,0.5,1,2,-2
O=C(NCCN1CCOCC1)c1cccc(S(=O)(=O)Nc2ccc(F)cc2)c1,-0.7,-1,-1,7,2,-3,-0.2,2,4,-5

# Compound activity: PubChem BioAssay, several laboratories

# Not a hit list (roughly 4.5% active in at least one column).
